Source: PubChem BioAssay (several laboratories)
CIT2 TOR yeast = alters CIT2-GFP fluorescence in TOR pathway yeast screen; AID 2029; hit rate 0.065% among 320,000; S. cerevisiae CIT2-GFP strain, flow cytometry, 3 h; 100 means same as DMSO wells; GFP response vs DMSO, % at 10 µM;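 active = GFP response relative to DMSO above a set limit, near the screen mean plus 3 SD, cut at about 150% in these data; inconclusive = Fewer than 70 cells measured for a yeast strain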;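 also: ratio of well median GFP fluorescence to mean of DMSO wells on the plate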
RPL19A TOR yeast = alters RPL19A-GFP fluorescence in TOR pathway yeast screen; percent response vs DMSO, % at 10 µM; S. cerevisiae RPL19A-GFP strain, flow cytometry, 3 h; hits give low values; hit rate 0.3% among 330,000;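 active = percent response vs DMSO below 50%; inconclusive = fewer than 70 events counted for the yeast strain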;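 also: median channel GFP fluorescence of the barcoded RPL19A-GFP strain; ratio of sample median GFP to plate DMSO average so 100% = DMSO; lower means less RPL19A-GFP as with rapamycin TOR inhibition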
Efflux pump mplx = antifungal efflux pump inhibition, Nile Red retention; inhibition, % at 10 µM; S. cerevisiae Candida pump triplex; hit rate 0.44% among 330,000; AID 485275;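 active = plate passing quality check with inhibition over a set limit, or well fluorescence over plate mean plus 4 SD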;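 also: Nile Red retained in pooled yeast measured as flow cytometry median fluorescence; 0% = buffer negative control and 100% = Enniatin B positive control; higher means more Nile Red kept so more efflux inhibition; some compounds called inactive have numbers as strong as hits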
MEP2 TOR yeast = modulators of TOR pathway MEP2-GFP in S. cerevisiae. S. cerevisiae MEP2-GFP strain, flow cytometry GFP, 3 h; 100% = DMSO control level. GFP response vs DMSO, % at 10 µM. hit rate 0.51% among 330,000;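 active = GFP response versus DMSO above a set limit, roughly screen mean plus 3 SD, cut at about 180% in these data; inconclusive = fewer than 70 cells counted for a yeast strain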;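 also: median GFP fluorescence of the barcode-gated MEP2-GFP cells per well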
AGP1-GFP MLPCN = yeast TOR pathway AGP1-GFP modulation | S. cerevisiae AGP1-GFP multiplex flow cytometry, 3 h; GFP as percent of DMSO wells | GFP response vs DMSO, % at 10 µM | hit rate 0.02% among 320,000;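 active = GFP response relative to DMSO above a set limit, near screen average plus 3 SD, cut at about 150% in these data; inconclusive = fewer than 70 cells counted for the yeast strain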;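 also: median GFP channel fluorescence of the gated AGP1 strain per well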
Yeast superoxide = yeast age-related superoxide inhibition as caloric restriction mimetic | S. cerevisiae aged cells, superoxide DHE fluorescence; hits give low values | superoxide response (% of plate mean), % at 10 µM | hit rate 0.18% among 330,000;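 active = superoxide response under a set limit, about three screen SD below normal, cut at about 65% in these data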;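 also: yeast aged for seven days with compound at 30 °C before DHE staining; 100% = average MFI of all compound-treated wells on the plate with controls excluded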
LAP4-GFP MLPCN = modulators of TOR pathway LAP4-GFP in S. cerevisiae. S. cerevisiae LAP4-GFP multiplex, flow cytometry GFP, 3 h; median GFP as percent of DMSO wells. GFP response vs DMSO, % at 10 µM. hit rate 0.34% among 320,000;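 active = GFP response vs DMSO above a set limit, about the screen mean plus 3 SD, cut at about 150% in these data; inconclusive = under 70 cell events counted for the yeast strain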
AHR act = activates the human aryl hydrocarbon receptor; AHR-responsive luciferase reporter cells, luminescence; hit rate 2.5% among 320,000; activation, % at 5 µM; AID 2796; P35869; in the data active = activation above about 47%;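 also: 0% = vehicle wells and 100% = reference agonist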
Target sequence (P35869 whole entry, looked up): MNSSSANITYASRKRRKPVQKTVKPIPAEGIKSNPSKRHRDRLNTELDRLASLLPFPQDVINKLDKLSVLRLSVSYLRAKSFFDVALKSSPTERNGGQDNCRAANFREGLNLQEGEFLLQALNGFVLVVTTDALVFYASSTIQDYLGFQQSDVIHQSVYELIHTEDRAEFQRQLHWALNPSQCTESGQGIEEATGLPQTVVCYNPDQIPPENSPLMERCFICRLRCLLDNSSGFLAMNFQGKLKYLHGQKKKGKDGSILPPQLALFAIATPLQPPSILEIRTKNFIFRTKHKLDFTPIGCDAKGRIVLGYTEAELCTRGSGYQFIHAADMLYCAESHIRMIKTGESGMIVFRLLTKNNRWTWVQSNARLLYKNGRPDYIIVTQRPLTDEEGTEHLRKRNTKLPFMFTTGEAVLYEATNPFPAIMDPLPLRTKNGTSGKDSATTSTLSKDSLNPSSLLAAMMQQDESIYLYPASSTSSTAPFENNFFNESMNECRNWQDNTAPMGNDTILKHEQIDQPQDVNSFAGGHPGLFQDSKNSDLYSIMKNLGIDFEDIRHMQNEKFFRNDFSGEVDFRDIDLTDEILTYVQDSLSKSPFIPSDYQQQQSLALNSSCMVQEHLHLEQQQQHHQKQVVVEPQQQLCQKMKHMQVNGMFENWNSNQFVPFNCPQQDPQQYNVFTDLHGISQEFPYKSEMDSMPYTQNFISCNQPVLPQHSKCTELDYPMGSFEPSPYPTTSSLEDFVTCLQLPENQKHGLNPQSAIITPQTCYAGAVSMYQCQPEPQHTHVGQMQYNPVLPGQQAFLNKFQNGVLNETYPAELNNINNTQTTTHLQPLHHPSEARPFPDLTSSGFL
An asterisk follows results filed as active; ? = inconclusive; [ ] = dose if it differs, or a comment.

1	CCN(C(=O)COC(=O)/C=C/c1nc2ccccc2s1)C1CCS(=O)(=O)C1 (stereo not drawn)
2	COc1ccc(C2c3[nH]c4ccccc4c3C[C@H]3C(=O)N(C4CCN(Cc5ccccc5)CC4)CC(=O)N23)cc1OC (stereo partly drawn)
3	O=C(N/N=C/c1cccc(OC(=O)c2ccc([N+](=O)[O-])cc2)c1)c1cccnc1
4	O=C(/C=C/c1ccccc1)C1=C(O)C(=O)N(CCO)C1c1ccc2c(c1)OCO2 (stereo not drawn)
5	CCCc1cc(=O)n2[nH]c(SCc3ccc(Cl)cc3)nc2n1
6	O=C(O)c1cccc(S(=O)(=O)N2CCN(C(c3ccccc3)c3ccccc3)CC2)c1
7	CSC1=NNC(c2ccc(C(C)(C)C)cc2)=NN1
8	Cc1cnc([N+](=O)[O-])n1CCOC(=O)NC(=O)c1cccc(F)c1
9	O=C(O)c1cccc(N2C(=O)CSC2=S)c1
10	Fc1cc(F)cc(Nc2nc(Cl)nc(NC3CCCC3)n2)c1

entry no.	1	2	3	4	5	6	7	8	9	10
CIT2 TOR yeast	108.1	83.6	103.0	87.3	106.8	90.3	92.9	105.3	103.3	100.4
RPL19A TOR yeast	104.9	103.3	101.7	89.2	107.6	93.4	96.8	78.1	106.0	100.6
Efflux pump mplx	-0.1	0.2	-0.1	0.1	0.0	-0.5	0.1	0.6	-0.1	-0.3
MEP2 TOR yeast	108.4	102.0	104.5	90.5	109.5	93.2	92.5	?	102.0	99.3
AGP1-GFP MLPCN	101.2	84.8	102.2	92.8	107.5	106.5	99.6	?	95.2	97.7
Yeast superoxide	96.5	100.7	94.6	96.5	89.9	92.1	101.2	108.9	100.0	103.2
LAP4-GFP MLPCN	103.0	102.9	94.5	91.7	108.9	105.3	100.6	101.5	104.2	100.7
AHR act	0.8	0.7	0.5	1.4	-0.8	1.2	3.1	2.6	0.0	1.9

11	CCC(=O)Nc1cc(C(=O)O)ccc1Sc1ccc(Cl)cc1
12	COc1ccc(OC)c(NC(=O)Cn2cc(C#N)c3cc(Br)ccc32)c1
13	COc1ccccc1NC(=O)/C(=C/c1cccs1)NC(=O)c1ccco1
14	O=C(COc1ccccc1)N1CCc2ccccc2C1
15	CCOC(=O)C1Cn2c(nc3c(c2=O)C2(CCCC2)Cc2ccccc2-3)S1 (stereo not drawn)
16	Cc1ccc(S(=O)(=O)c2nc(S(C)(=O)=O)sc2N2CCC(O)CC2)cc1
17	CSc1sccc1/C=N/O
18	O=C(CN1CCCCC1)Nc1ccc(S(=O)(=O)NC2CCCCC2)cc1
19	CC1CN(Cc2nc3c(c(=O)n(C)c(=O)n3C)n2Cc2ccccc2)CC(C)O1 (stereo not drawn)
20	CC(C)(C)C(=O)Nc1nc2cc3c(cc2s1)OCO3

entry no.	11	12	13	14	15	16	17	18	19	20
CIT2 TOR yeast	92.9	91.0	95.3	86.6	111.6	106.3	119.4	90.4	110.1	100.7
RPL19A TOR yeast	88.2	97.7	95.1	100.5	98.8	105.0	100.2	86.6	105.9	92.1
Efflux pump mplx	0.0	0.6	-0.1	0.1	0.0	0.1	0.0	0.0	-0.1	-0.1
MEP2 TOR yeast	88.8	100.6	97.2	94.8	95.3	107.8	101.3	82.7	104.2	95.0
AGP1-GFP MLPCN	83.3	101.8	101.6	97.0	97.7	109.8	117.8	86.3	113.9	95.4
Yeast superoxide	108.7	113.2	102.5	106.0	89.1	97.9	95.3	88.8	75.4	101.2
LAP4-GFP MLPCN	88.5	101.1	102.9	106.7	100.9	99.5	105.2	94.6	107.9	104.9
AHR act	0.2	0.9	27.8	0.8	28.6	0.5	2.5	0.7	4.7	21.0

21	CN(C)S(=O)(=O)c1ccc2oc(SCC(=O)Nc3ccccc3F)nc2c1
22	Cc1[nH]c(=S)n(CC2CCCO2)c1C (stereo not drawn)
23	Cn1cccc2[nH]c(=O)nc1-2
24	Cc1nc2scc(C)n2c(=O)c1S(=O)(=O)N1CCN(c2ccccc2)CC1
25	O=C(CCSc1nc2ccccc2s1)N/N=C/c1c(O)ccc2ccccc12
26	COc1ccc2nc(NC(=O)c3cccc(S(=O)(=O)N4CCOCC4)c3)sc2c1
27	CC1(C)Oc2ccc3ccc(=O)oc3c2/C(=C/NNC(N)=O)C1=O
28	CCc1ccc(OCCCC(=O)O)c(Br)c1
29	O=C(NCCCn1ccnc1)C1CCN(S(=O)(=O)c2ccc(F)cc2)CC1
30	COc1ccc(Cl)cc1NC(=O)CN(C)CC(=O)Nc1ccccc1-c1ccccc1

entry no.	21	22	23	24	25	26	27	28	29	30
CIT2 TOR yeast	93.9	99.8	102.2	99.0	103.2	87.0	102.9	100.7	109.5	96.0
RPL19A TOR yeast	100.1	98.0	100.2	97.5	106.2	95.8	102.7	105.5	108.0	98.6
Efflux pump mplx	0.1	0.0	0.0	-0.2	0.1	0.1	-0.1	-0.1	0.0	-0.1
MEP2 TOR yeast	103.6	97.5	103.9	108.5	103.4	95.3	107.2	117.5	101.6	111.6
AGP1-GFP MLPCN	109.3	99.0	102.9	104.0	102.6	95.6	97.7	110.8	102.9	94.3
Yeast superoxide	107.8	87.7	98.1	103.6	97.7	98.7	92.5	79.3	93.7	109.5
LAP4-GFP MLPCN	100.5	94.4	102.4	101.5	84.3	105.1	94.1	116.1	98.3	99.7
AHR act	10.3	-0.1	-0.8	-1.1	18.7	-2.2	-8.4	-0.7	1.4	5.2

31	COc1ccc(-c2c(-c3ccccc3OC)sc3ccccc23)cc1
32	Cc1ncc(CN2CCN(CCC(C)C)C(CCO)C2)s1 (stereo not drawn)
33	COc1cc(OC)c(-n2cc(-c3ccc(Cl)cc3)[nH]c2=O)cc1Cl
34	CC1(C)Cc2cccc(OCC(=O)N3CCN(c4ccccc4)CC3)c2O1
35	Cc1cc(C(=O)CN2C(=O)C(=O)N(CC(C)C)C2=O)c(C)n1C1CC1
36	O=C(COc1ccc(Br)cc1Cl)NC(=S)Nc1ccccn1
37	O=C(c1ccc(Br)o1)N1CCN(CCc2ccncc2)CC1
38	O=c1oc2ccccc2c(Nc2ccc(Cl)cc2)c1[N+](=O)[O-]
39	CC(C)CSc1oc(-c2ccco2)nc1S(=O)(=O)c1ccccc1
40	CC(C)OC(=O)c1cc(NC(=S)Nc2ccc([N+](=O)[O-])cc2)cc(C(=O)OC(C)C)c1

entry no.	31	32	33	34	35	36	37	38	39	40
CIT2 TOR yeast	97.1	103.5	96.7	86.0	95.7	104.3	106.5	90.0	109.3	?
RPL19A TOR yeast	99.4	104.0	101.5	98.2	92.6	101.7	106.0	94.5	101.6	53.2[may fluoresce violet]
Efflux pump mplx	0.1	0.0	-0.1	0.0	-0.1	0.5	1.3	0.2	0.0	0.0
MEP2 TOR yeast	104.1	102.1	99.6	92.6	93.3	96.2	99.9	94.9	105.9	261.4*[may fluoresce violet]
AGP1-GFP MLPCN	101.9	99.9	109.9	79.7	92.8	101.0	101.1	103.0	102.2	25.9[may fluoresce violet]
Yeast superoxide	106.7	102.6	109.6	92.1	82.0	83.8	102.2	84.5	93.9	93.1
LAP4-GFP MLPCN	101.2	97.0	136.3	76.3	89.8	98.3	97.7	109.2	106.6	95.1[may fluoresce violet]
AHR act	4.8	1.8	10.6	-2.0	0.2	7.4	1.8	16.8	1.0	-1.4

41	CCc1cccc(N(C(=O)c2csnn2)C(C(=O)NC(C)(C)CC)c2ccccn2)c1 (stereo not drawn)
42	COC(=O)CSc1nc2ccccc2c(=O)n1C
43	Cc1nn(C(=O)c2c(-c3ccccc3)noc2C)c(C)c1N=Nc1cc(C(F)(F)F)cc(C(F)(F)F)c1
44	Oc1c(C(c2ccccc2)N2CCN(Cc3ccccc3)CC2)sc2ncnn12 (stereo not drawn)
45	COc1ccccc1C1CC(c2ccc(NS(C)(=O)=O)cc2)=NN1S(=O)(=O)c1ccccc1 (stereo not drawn)
46	CC(=O)C1=NOC2C(=O)N(c3ccccc3)C(=O)C12 (stereo not drawn)
47	COc1ccc(C)cc1NC(=O)C(NCC(O)c1ccccc1)c1ccccc1 (stereo not drawn)
48	O=C(CCN1C(=O)[C@@H]2Cc3ccccc3CN2C1=O)N[C@H](C(=O)O)c1ccccc1
49	CCOc1ccccc1/C=C/c1onc(C)c1S(=O)(=O)N1CCC(C(=O)NC(C)C)CC1
50	NS(=O)(=O)c1ccc(CCNC(=O)c2cccc([N+](=O)[O-])c2)cc1
51	C=CCC(=O)OCC(=O)Nc1ccc(Cl)cn1
52	Cc1onc(NC(=O)NC(=O)c2c(F)cccc2Cl)c1Br

entry no.	41	42	43	44	45	46	47	48	49	50	51	52
CIT2 TOR yeast	93.6	86.0	98.9	101.0	101.2	109.9	116.4	108.7	101.8	96.2	95.4	136.8[may fluoresce green]
RPL19A TOR yeast	95.2	96.6	101.0	102.7	98.8	104.0	101.0	103.0	107.6	94.5	94.9	92.3[may fluoresce green]
Efflux pump mplx	0.0	0.2	-0.1	-0.1	0.3	-0.1	0.2	0.0	-0.2	0.0	-0.1	0.2
MEP2 TOR yeast	100.1	98.5	95.8	102.0	102.9	104.9	111.2	105.1	117.5	98.1	98.3	108.2[may fluoresce green]
AGP1-GFP MLPCN	96.5	93.5	101.3	101.2	104.9	100.1	107.6	107.9	102.5	100.8	100.4	111.0[may fluoresce green]
Yeast superoxide	117.5	91.6	105.0	97.1	89.1	102.3	94.7	100.7	91.7	107.1	111.8	104.7
LAP4-GFP MLPCN	90.2	95.9	87.3	96.5	99.2	96.7	102.1	95.7	102.0	99.5	99.6	104.1[may fluoresce green]
AHR act	1.1	-0.2	1.6	0.7	3.4	0.7	5.3	-3.0	3.8	10.8	-0.2	-1.8

Among those listed so far, these contain a tert-butyl group.
7	CSC1=NNC(c2ccc(C(C)(C)C)cc2)=NN1
20	CC(C)(C)C(=O)Nc1nc2cc3c(cc2s1)OCO3

entry no.	7	20
CIT2 TOR yeast	92.9	100.7
RPL19A TOR yeast	96.8	92.1
Efflux pump mplx	0.1	-0.1
MEP2 TOR yeast	92.5	95.0
AGP1-GFP MLPCN	99.6	95.4
Yeast superoxide	101.2	101.2
LAP4-GFP MLPCN	100.6	104.9
AHR act	3.1	21.0

Of the compounds above, these have fluorine:
8	Cc1cnc([N+](=O)[O-])n1CCOC(=O)NC(=O)c1cccc(F)c1
10	Fc1cc(F)cc(Nc2nc(Cl)nc(NC3CCCC3)n2)c1
21	CN(C)S(=O)(=O)c1ccc2oc(SCC(=O)Nc3ccccc3F)nc2c1
29	O=C(NCCCn1ccnc1)C1CCN(S(=O)(=O)c2ccc(F)cc2)CC1
43	Cc1nn(C(=O)c2c(-c3ccccc3)noc2C)c(C)c1N=Nc1cc(C(F)(F)F)cc(C(F)(F)F)c1
52	Cc1onc(NC(=O)NC(=O)c2c(F)cccc2Cl)c1Br

entry no.	8	10	21	29	43	52
CIT2 TOR yeast	105.3	100.4	93.9	109.5	98.9	136.8[may fluoresce green]
RPL19A TOR yeast	78.1	100.6	100.1	108.0	101.0	92.3[may fluoresce green]
Efflux pump mplx	0.6	-0.3	0.1	0.0	-0.1	0.2
MEP2 TOR yeast	?	99.3	103.6	101.6	95.8	108.2[may fluoresce green]
AGP1-GFP MLPCN	?	97.7	109.3	102.9	101.3	111.0[may fluoresce green]
Yeast superoxide	108.9	103.2	107.8	93.7	105.0	104.7
LAP4-GFP MLPCN	101.5	100.7	100.5	98.3	87.3	104.1[may fluoresce green]
AHR act	2.6	1.9	10.3	1.4	1.6	-1.8

Not a hit list; about 3.9% have a hit in one of these screens.
